# Assay outcomes as filed in PubChem BioAssay.
# Rad51 HR inh = blocks human Rad51 in homologous recombination; AID 1385; inhibition, % at 10 µM; Q06609; actives 0.085% (n = 200,000); hRad51 DNA strand exchange, fluorescence dequenching;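 active = inhibition above 40% at the single screening dose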;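 also: 0% = DMSO control wells and 100% = blanks with heterologous ssDNA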
#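 Material: Human Rad51 nucleoprotein filaments preassembled on unlabelled ssDNA | Also added: Labelled 47-mer dsDNA for strand exchange | Dosing: Single dose, 10 µM final compound | Schedule: 30-min compound preincubation and 15-min exchange, both room temperature | Technique: Fluorescence dequenching at 485/520 nm | Measure: Percent inhibition relative to plate controls and blanks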
# KLK5 inh = blocks human kallikrein 5 protease activity. Q9Y337. recombinant hK5, fluorogenic AMC substrate cleavage. inhibition, % at 5 µM. actives 0.59% (n = 210,000). AID 873;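 active = inhibition of 40% or more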;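 also: 0% = enzyme controls without compound and 100% = no-enzyme blanks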
# EBV gp42 block = blocks Epstein-Barr virus glycoprotein 42 binding | Q1HVG2 | Fluorescence polarization binding assay, mP read-out | inhibition, % (tested at 21.74 µM) | actives 0.42% (n = 220,000); in the data active = inhibition above about 50%
# Cl transport mod = KCC2 (human) Cl- transport modulation; Q9H2X9; KCC2 cells, thallium flux FluoZin-2 fluorescence; B-score of Tl+ flux slope (higher = more flux/activation; lower = inhibition) at 10 µM; actives 2.2% (n = 190,000);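 active = thallium flux slope and its plate-corrected score both differing from the plate sample mean at a set confidence after two filtering rounds, in either direction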;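 also: slope of fluorescence scaled to starting intensity during 10 to 20 s after thallium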
# Target sequence (Q9H2X9 whole entry, looked up): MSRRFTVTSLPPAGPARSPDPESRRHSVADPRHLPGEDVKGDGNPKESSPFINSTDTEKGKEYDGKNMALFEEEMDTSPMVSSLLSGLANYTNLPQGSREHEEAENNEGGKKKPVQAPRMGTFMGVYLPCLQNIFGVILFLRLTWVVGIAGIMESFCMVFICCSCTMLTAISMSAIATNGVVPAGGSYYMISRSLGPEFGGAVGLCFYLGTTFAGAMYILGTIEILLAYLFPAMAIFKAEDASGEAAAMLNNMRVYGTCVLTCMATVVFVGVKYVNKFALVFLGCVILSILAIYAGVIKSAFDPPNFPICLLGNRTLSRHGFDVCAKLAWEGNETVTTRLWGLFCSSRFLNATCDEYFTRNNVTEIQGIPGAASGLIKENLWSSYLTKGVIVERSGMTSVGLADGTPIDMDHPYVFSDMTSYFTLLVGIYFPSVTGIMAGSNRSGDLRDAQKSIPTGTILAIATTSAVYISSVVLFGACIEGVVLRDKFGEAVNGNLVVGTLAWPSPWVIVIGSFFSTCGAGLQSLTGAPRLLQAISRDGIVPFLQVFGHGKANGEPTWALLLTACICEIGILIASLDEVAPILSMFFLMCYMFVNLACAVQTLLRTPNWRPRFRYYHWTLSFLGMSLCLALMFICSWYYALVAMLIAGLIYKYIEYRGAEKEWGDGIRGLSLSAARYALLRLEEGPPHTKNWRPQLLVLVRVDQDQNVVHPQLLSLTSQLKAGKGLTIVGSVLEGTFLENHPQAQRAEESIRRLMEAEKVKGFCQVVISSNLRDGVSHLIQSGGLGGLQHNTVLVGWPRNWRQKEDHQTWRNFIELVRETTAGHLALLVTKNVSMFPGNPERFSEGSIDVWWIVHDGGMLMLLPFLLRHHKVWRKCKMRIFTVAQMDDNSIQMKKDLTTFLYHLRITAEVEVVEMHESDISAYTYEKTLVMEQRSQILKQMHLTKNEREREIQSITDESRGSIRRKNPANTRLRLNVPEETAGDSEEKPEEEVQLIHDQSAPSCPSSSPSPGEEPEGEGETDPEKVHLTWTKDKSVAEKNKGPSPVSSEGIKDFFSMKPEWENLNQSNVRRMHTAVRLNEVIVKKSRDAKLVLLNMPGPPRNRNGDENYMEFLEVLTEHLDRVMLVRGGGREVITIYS
# Furin inhibitor = inhibitors of human furin; actives 0.061% (n = 220,000); purified furin, fluorogenic substrate cleavage; P09958; inhibition, % at 30 µM; in the data active = inhibition above about 25%; also: inactives centre near -15
# Thrombin inh = blocks human thrombin protease activity. P00734. alpha-thrombin, Boc-VPR-AMC fluorogenic substrate cleavage. inhibition, % at 5 µM. actives 0.26% (n = 220,000). AID 1046;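 active = inhibition at or above 40%; inactive = inhibition below 40%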;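 also: 0% = enzyme with no compound and 100% = wells without enzyme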
#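 Assay system: human alpha-thrombin enzyme. Reagent: Boc-VPR-AMC substrate, 15 µM final. Compound dosing: one concentration per compound, 5 µM, with 0.2% DMSO. Incubation: room-temperature reaction. Technique: AMC fluorescence, 355/460 nm. Measure: % inhibition relative to enzyme controls and enzyme-free blanks.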
# p47phox inh = p47phox (human) inhibition; P14598; inhibition, % at 24.7 µM; AID 1274; p47phox/p22phox peptide binding, fluorescence polarization, 2 h; actives 0.53% (n = 220,000);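 also: 0% = p47phox with labelled peptide and 100% = labelled peptide alone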
# eIF4E-4G inh = blocks eIF4E binding to eIF4G. P63073+Q04637. TR-FRET eIF4E-eIF4GI(517-606) binding, 2 h. inhibition, % at 21.7 µM. actives 0.37% (n = 220,000). AID 782;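 also: 0% = full FRET control wells and 100% = background wells lacking eIF4GI fragment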
# 14-3-3 Bad inh = disrupts binding of bovine 14-3-3 zeta to phospho-Bad peptide; inhibition, % at 21.7 µM; P63103; TR-FRET 14-3-3zeta/Dy647-pBad peptide displacement, 1 h; actives 0.71% (n = 220,000);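 active = inhibition above about 70%, limit read from the data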;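 also: 0% = full 14-3-3 plus peptide FRET controls and 100% = background without 14-3-3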
# * hit, by the source's call; / = no result given; [ ] = another dose, or the depositor's remark.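 The calls were made as follows, unless noted: active = inhibition above about 30% (limit read from the data); inactive = the rest.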
# Every second line gives: Rad51 HR inh, KLK5 inh, EBV gp42 block, Cl transport mod, Furin inhibitor, Thrombin inh, p47phox inh, eIF4E-4G inh, 14-3-3 Bad inh
Cc1ccc(CC(NC(=O)c2ccccc2)C(=O)NC(Cc2ccccc2)C(=O)O)cc1 (centres undefined)
→ 0, -6, 13, -0.64, -18, -15, 2, -4, -3
COc1cc(C(=O)ON=C2C=C(C)C(=O)C(C)=C2)cc(OC)c1OC
→ /, -6, 2, -0.05, -25, -4, -1, -7, -3
CC1CCCN(C(=O)CCCn2c(=S)[nH]c3ccccc3c2=O)C1 (centres undefined)
→ 5, 7, -6, 3.2*, -22[20 µM], 0, -6, -2, -1
O=C(C[n+]1cc(Br)cc(Br)c1)c1cccc([N+](=O)[O-])c1
→ 0, -5, -6, 0.29, -27, -3, 3, 1, -4
COc1ccc(NC(=S)NCc2cccs2)cc1
→ /, -4, -16, 0.25, -22, -3, -1, 6, -7
CCOC(=O)c1ccc(NC(=O)CSc2nnnn2CCCO)cc1
→ -1, -8, -19, /, -25, -4, -14, -3, 5
Cc1oc(-c2ccccc2F)nc1CN1CCC(C(=O)NC2CC2)CC1
→ -5, -13, -16, 0.77, -30, -3, -7, 1, 1
Cc1cccc2nc(-c3cccnc3)c(Nc3ccccc3)n12
→ -3, -20, 8, -0.93, -16, -1, -7, -2, -6
CCOC(=O)N1CCC(NC(=O)CCCC(=O)O)CC1
→ 4, 3, -3, 0.0074, -27, 0, 4, -4, 1
COc1ccccc1NC(=O)N(C1CCCC1)C1CCN(C(C)=O)CC1
→ 7, -4, -24, 1.3, -5, -6, -7, -2, 1
Cc1cc(C)n(CC(=O)c2ccccc2)c(=O)c1C#N
→ -2, 1, -18, -0.42, -24, 5, -6, -4, -8
Cc1ccc(NC(=O)Nc2nnc(-c3ccccc3F)s2)cc1
→ -13, -2, -18, 0.49, -17, -6, -4, 4, 10
CC(C)[C@H](N)c1nnc(SCc2ccc(Cl)cc2)o1
→ 3, 5, -2, /, -25, 5, -1, 1, 9[fluorescence artefact?]
CC(C)C[C@H](NC(=O)CCCn1nnc2ccccc2c1=O)C(=O)O
→ /, 2, -15, 0.92, -32, 2, -14, -3, 3
Cc1nc2sc(C(=O)Nc3ccccc3Cc3ccccc3)c(C)c2c(=O)[nH]1
→ 17, -5, 1, -1.1, -9, 2, 3, 4, 5
COc1ccc(/C(C)=C2/SC(=S)N(CCC(=O)O)C2=O)cc1
→ 5, -5, -9, -0.16, -9[20 µM], 0, -24, -11, 0
O=C(NNC(=S)Nc1ccccc1C(F)(F)F)c1cccnc1
→ 35, -7, -15, -0.026, -25, 5, -13, 1, -16
Cc1cccc(-c2nc(CN3CCCC(C(=O)NC4CCCCCC4)C3)c(C)o2)c1 (centres undefined)
→ -36, -21, -11, /, -21, -1, -19, 2, 4
O=C(c1ccc(Br)cc1)c1cc([N+](=O)[O-])ccc1N1CCCCC1
→ -1, 2, -5, -1.4, -12, 1, 4, 4, -15
CN(C)c1nc(N(C)C)nc(N2CCCCC2)n1
→ 2, 4, -17, -0.054, 6[20 µM], 7, -9, 7, -9
Cc1cc(SCC(=O)N2CCC(c3noc4ccc(F)cc34)CC2)nc2ccccc12
→ 3, 5, -1, -0.87, -14[20 µM], -3, -8, 2, -5[fluorescence artefact?]
CCCCC(=NCCO)C1=C(O)C(C(=O)OC)C(C)(C)CC1=O (centres undefined)
→ 5, 2, -16, 0.79, 8[20 µM], 0, -13, 7, -1
Cc1nn(Cc2c(Cl)cccc2Cl)c(C)c1NC(=O)CCCn1nc(C)c([N+](=O)[O-])c1C
→ 12, -16, -11, -0.28, -11, -9, -4, -3, -8
COc1ccc(/C=C/c2nnc(NC(=O)COc3ccccc3)s2)cc1
→ 23, 5, -15, 0.73, -22, 4, -23, 7, -5
COc1ccc(CCn2c(=N)c(C(=O)NCc3ccco3)cc3c(=O)n4ccccc4nc32)cc1
→ /, -4, -1, -0.02, -18[20 µM], -1, 22, 3, 1[fluorescence artefact?]
Cc1ccc(/C=N/NC(=O)Cn2cnc3ccccc32)cc1
→ -9, -3, -4, 0.34, -28, -7, 0, -3, 7
COc1ccc(N(CN2C(=O)c3ccccc3C2=O)C(=O)COc2ccc(Cl)cc2Cl)cc1
→ -2, -2, -6, -0.46, -14, -7, -5, 6, 3
Cc1cccc(C(=O)N2CCc3ccccc3C2)c1[N+](=O)[O-]
→ 7, 1, -16, -0.69, -17, -7, -4, -3, -3
Cc1ccc(CCN2CC(C(=O)NCCCN(C)Cc3ccccc3)CC2=O)cc1 (centres undefined)
→ 0, 4, -6, 0.00061, -2, 1, -14, 1, -6
CC1(C)CC(=O)C2=C(C1)NC(=O)CC2c1ccccc1F (centres undefined)
→ -7, 14, 14, -0.036, -22, -3, -9, -1, 7
O=C1OC(c2cccc([N+](=O)[O-])c2)C2(CCCC2)C(=O)C12CCCCC2 (centres undefined)
→ /, 16, 8, 0.034, -14, 28, -6, 1, 15
Cn1c(CN2CCCC2)nc2cc(NC(=O)COc3ccccc3)ccc21
→ 1, -11, -1, 0.04, -19[20 µM], 4, -4, -5[fluorescence artefact?], -9[fluorescence artefact?]
CCCCc1ccc(NC(=S)NCC2CCCO2)cc1 (centres undefined)
→ -30, -4, -13, -0.17, -21, 5, -19, 0, -14
Cn1c(SCC(=O)c2ccccc2)nnc1-c1cnccn1
→ 1, -6, 4, -0.017, -20, 3, -3, 3[fluorescence artefact?], -2[fluorescence artefact?]
Cc1nnc2ccc(N3CCN(c4cccc(C(F)(F)F)c4)CC3)nn12
→ 4, -1, 18, 0.15, -8, -2, -20, 1, 7
CN1C(=O)C(CC(=O)Nc2ccccc2)S/C1=N/c1nccs1 (centres undefined)
→ 0, 2, -4, -0.053, -34, -1, -14, -4, -4
CN(C(=O)COc1ccc(C(C)(C)C)cc1)C1CCS(=O)(=O)C1 (centres undefined)
→ 3, 0, 1, 1.2, -11[20 µM], -21, 0, -1, 0
COc1ccc(C[C@@H]2CN3C(=NC[C@@H]3Cc3ccc(O)cc3)N2C[C@H](C)NC(=O)CCC2CCCCC2)cc1
→ 3, 1, -22, -1.6, -15, -2, 9, 2, -1
CC/C(=C(\c1ccc(O)cc1)c1ccc(OCCN(C)C)cc1)c1ccccc1
→ -3, /, -6, 0.0081, /, /, 25, 20, 18
CC(C)C(=O)Nc1ncc(Cc2ccc(Cl)cc2)s1
→ 3, -5, -11, -0.01, -11, 0, -5, 2, 15
CNC(=O)c1ccc(NC(=O)c2cccc(C(F)(F)F)c2)cc1
→ 9, -11, 6, -0.52, -8, 1, -4, -4, -21
Cc1cc(C)cc(N(CC(=O)NCC2CCCO2)S(=O)(=O)c2c(C)noc2C)c1 (centres undefined)
→ -7, -5, 2, /, -18, 8, -1, -5[fluorescence artefact?], 6
C=CCn1c(Cc2ccc(OC)cc2)nnc1SCC(=O)NCCc1ccccc1
→ -1, -8, -18, -2, -22[20 µM], -1, -2, 0, 8
CC1(C)CC(=O)CC(C)(C)N1OC(=O)c1ccco1
→ 0, -17, 2, /, -14[20 µM], -4, -11, -5[fluorescence artefact?], -10[fluorescence artefact?]
CN1CCN(S(=O)(=O)c2cc([N+](=O)[O-])ccc2N/N=C/c2ccc(Cl)cc2)CC1
→ -2, -26, -24, 0.057, -24, -2, -20, 0, -8
CN(Cc1ccc2nonc2c1)Cc1nc(Cc2cccc(F)c2)no1
→ 11, /, -12, /, -15, -3, 0, 1, -2
CC(=O)Nc1sc2c(c1C(c1ccc(Cl)cc1)N1CCOCC1)CCCC2 (centres undefined)
→ -2, -7, 4, -0.21, -5[20 µM], -5, -3, 4, 3
COCCN1Cc2cccc(C(=O)NC(C)CCc3ccco3)c2C1=O (centres undefined)
→ 4, 9, -7, -1.7, -32, -4, -9, 3, -20
CCN1C(=O)/C(=c2\o/c(=C3\C=Cc4ccccc4N3CC)c(=O)n2CC)SC1=S
→ -9, -7, -11, /, -29, -5, -8, -8, -25
Nc1nnnn1/N=C/c1ccccc1OCc1ccccc1
→ -3, 0, 2, 1.4, -14[20 µM], -1, -4, 1, 20
N#CCCN(CCC#N)C(=S)NC1CC2C=CC1C2 (centres undefined)
→ -19, -1, -14, /, -9, -6, 4, 2, -5
N#CCCN1CCN(C(=S)c2ccc(-c3ccc(Cl)cc3)o2)CC1
→ -1, -4, -14, /, -13, 0, -24, 2, -15
CN(C)S(=O)(=O)c1ccc(Cl)c(NC(=O)CN2CCCCCC2)c1
→ 14, 12, -13, -0.33, -12, -7, -6, -4, -5
COc1ccccc1C(=O)Nc1ccc2c(c1)nc(CN1CCN(C(C)=O)CC1)n2C
→ 6, 5, -5, 0.76, -3[20 µM], -1, -5, -5, 8[fluorescence artefact?]
COc1ccc(C(CC(=O)N2CCOCC2)c2c(OC)cc(OC)c3ccc(=O)oc23)cc1 (centres undefined)
→ -2, 0, -5, 0.57, -23, -7, 1, 2, 13
O=C(NCCc1ccc(Cl)cc1)C1CCC(=O)N1Cc1ccccc1Cl (centres undefined)
→ -1, 14, -19, 0.2, -20[20 µM], 4, -14, -2, 1
O=C(/C=C/Nc1ccc(F)cc1)c1ccc(Br)cc1
→ /, /, 5, 0.28, 0, -3, -13, 1, -4
CNC(=S)NCc1ccc2[nH]c(C)cc2c1
→ 2, -10, -15, -0.14, -20, -12, -8, -2, -12
CN(C(=O)c1c[nH]c(=O)cc1C(F)(F)F)c1ccc(Cl)c(Cl)c1
→ -7, -3, -2, 0.44, -12, -5, -3, 2, -3
CCCN(CCC)C(=O)C1CCN(c2cc(C)nc3c(-c4ccc(OC)c(OC)c4)c(C)nn23)CC1
→ 7, -2, -6, -0.87, -1, -2, -4, 5, 11

# Only eIF4E-4G inh and EBV gp42 block, for 4 of the compounds above:
compound | eIF4E-4G inh | EBV gp42 block
N#CCCN1CCN(C(=S)c2ccc(-c3ccc(Cl)cc3)o2)CC1 | 2 | -14
CN(C)S(=O)(=O)c1ccc(Cl)c(NC(=O)CN2CCCCCC2)c1 | -4 | -13
COc1ccccc1C(=O)Nc1ccc2c(c1)nc(CN1CCN(C(C)=O)CC1)n2C | -5 | -5
COc1ccc(C(CC(=O)N2CCOCC2)c2c(OC)cc(OC)c3ccc(=O)oc23)cc1 (centres undefined) | 2 | -5

# Additional structures:
# Every second line gives: Rad51 HR inh, KLK5 inh, EBV gp42 block, Cl transport mod, Furin inhibitor, Thrombin inh, p47phox inh, eIF4E-4G inh, 14-3-3 Bad inh
Cc1ccc(C(=O)N/C(=C\c2ccc(Cl)cc2)C(=O)NCCCN2CCOCC2)cc1
→ -32, -6, -3, -0.4, -3, 10, 8, 5, 7[fluorescence artefact?]
C=CCOc1ccc(CNc2nn[nH]n2)cc1OC
→ /, -12, -3, 0.11, -11[20 µM], 2, -7, -1, -2
CCOC(=O)C1=NN(c2ccc(Cl)cc2)C(c2ccccc2)CC1=O (centres undefined)
→ -1, -10, 0, -0.35, -6[20 µM], -1, -5, -2, -2
CCOC(=O)c1c(NC(=O)CC)sc(C(C)=O)c1C
→ 4, -3, -6, -0.37, -10, -5, -13, 6, 2
Cc1ccc(C)n1NC(=O)c1ccc(Cl)cc1
→ -1, -2, -14, 0.47, -20[20 µM], -2, -7, -10, -14
Cc1cccc(C)c1OCC(=O)N(Cc1ccc(N(C)C)cc1)C1CCS(=O)(=O)C1 (centres undefined)
→ 3, -1, -4, 0.64, -15, -5, -16, 6, -3
CSc1cc(C)[nH]c(=O)n1
→ 4, -3, 7, -0.22, -16, -3, -5, 0, 3
